Screening data as filed in PubChem BioAssay.
BAZ2B inh – qHTS Assay for Inhibitors of BAZ2B. Potency, µM (titrated, usually from 114 µM), inactives show at the top dose activity change, negative = inhibition, hits mostly inhibitors. AlphaScreen BAZ2B-H3K14Ac peptide displacement. actives 4.4% (n = 360,000). AID 504333, 2011. Bromodomain adjacent to zinc finger domain protein 2B (Homo sapiens), Q9UIF8; further: potency means the concentration at half of the fitted maximal effect; on the % scale 0 is the no-effect control and ±100 the full control effect; nearly all actives have a fitted effect of over 60% in size
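AlphaScreen displacement of biotin-H3(5-23)K14Ac peptide (50 nM final) from BAZ2B (50 nM final) in PBS pH 7.4, 0.01% Tween-20; complex preformed 30 min RT, then compounds (top 110 uM) 30 min RT, beads 20 min dark.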
GLS inhibitor – qHTS for Inhibitors of Glutaminase (GLS); Glutaminase kidney isoform, mitochondrial (Homo sapiens), O94925; GLS enzymatic activity, qHTS titration; Potency, µM (series often up to 45.5 µM), inactives show at the top dose activity change, negative = inhibition, usual class: inhibitors; actives 0.21% (n = 410,000); further: potency means the concentration at half of the fitted maximal effect; on the % scale 0 is the no-effect control and ±100 the full control effect
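hKGA in 45 mM KH2PO4 pH 8.2, 0.02% Tween-20 with pin-transferred compounds; 1 mM L-glutamine (stock) plus glutamate oxidase/HRP/Amplex Red coupling added. Fluorescence read initially and after 30 min at RT.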
ERG-DNA inh – qHTS for Small Molecule Inhibitors of the ERG Ets/DNA interaction | Transcriptional regulator ERG (Homo sapiens), P11308 | Potency, µM (series often up to 76.9 µM), without a hit: top-dose FP activity, negative = inhibition, most hits filed as inhibitors | actives 0.028% (n = 370,000) | AID 624246, 2012 | fluorescence polarization, His-ERG Ets domain / labelled DNA; active means well fitted inhibition curve with a large enough effect in the polarisation, with a control signal flat; inconclusive means small, poorly fitted or top-dose-only effect, or effect the other way, or a change in a side signal; inactive means no such curve, though single readings can be large or run the other way; the % refers to the polarisation;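 further: polarization taken with two DNA probes labelled with fluorescein and Texas red; potency means the concentration at half of the fitted maximal effect; % of control where 0% means no effect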
Target sequence (P11308 whole entry, looked up, the tested form may be a part): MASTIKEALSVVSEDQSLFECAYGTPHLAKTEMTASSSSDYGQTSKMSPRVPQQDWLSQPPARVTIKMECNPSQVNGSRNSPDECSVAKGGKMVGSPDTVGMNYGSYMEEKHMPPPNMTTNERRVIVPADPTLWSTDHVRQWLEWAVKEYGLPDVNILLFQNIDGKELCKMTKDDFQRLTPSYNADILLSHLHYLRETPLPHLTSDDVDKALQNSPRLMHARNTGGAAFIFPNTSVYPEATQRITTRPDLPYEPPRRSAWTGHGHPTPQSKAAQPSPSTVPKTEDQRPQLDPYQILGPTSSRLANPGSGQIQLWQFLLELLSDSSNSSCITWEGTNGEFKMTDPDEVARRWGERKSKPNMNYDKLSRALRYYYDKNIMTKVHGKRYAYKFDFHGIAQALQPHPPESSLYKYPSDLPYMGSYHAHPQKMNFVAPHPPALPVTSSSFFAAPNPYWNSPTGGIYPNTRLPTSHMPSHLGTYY
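His-tagged ERG Ets domain (1 uM in the protein solution; 300mM KCl, 50mM Tris-HCl, 1mM EDTA, 1mM DTT, pH 7.5) received compound, then a probe mix of 5 nM fluorescein-DNA and 100nM Texas-615-DNA. Fluorescence polarization was read for both dyes.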
Tb PGK inh – qHTS Assay to Find Inhibitors of Phosphoglycerate Kinase. Phosphoglycerate kinase, glycosomal (Trypanosoma brucei brucei), P07378. actives 0.043% (n = 380,000). Potency, µM (series often up to 57.5 µM), inactives show top-dose activity change, negative = inhibition, actives largely listed as inhibitors. PGK/GAPDH coupled, Kinase-Glo luminescence, 60 min; further: potency means the concentration at half of the fitted maximal effect; on the % scale 0 is the no-effect control and ±100 the full control effect; nearly all actives have a fitted effect of over 60% in size
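Luminescent ATP detection (Kinase-Glo Plus) follows a 60-minute room-temperature incubation, with wells lacking PGK as controls. Buffer: 100 mM TEA (pH 7.6), 5 mM MgCl2, 0.01% Tween-20. Coupling enzyme GAPDH (100 nM final) supplies unstable 1,3-BPG in-well.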
JMJD2A Tudor inh – qHTS Assay for Inhibitors of JMJD2A-Tudor Domain | Lysine-specific demethylase 4A (Homo sapiens), O75164 | AlphaScreen JMJD2A-Tudor / H3K4me3 peptide binding | Potency, µM (doses to about 114 µM), without a hit: at the highest dose activity change, negative = inhibition, actives largely listed as inhibitors | actives 4.4% (n = 390,000); further: potency means the concentration at half of the fitted maximal effect; on the % scale 0 is the no-effect control and ±100 the full control effect; nearly all actives have a fitted effect of over 50% in size
G9a inh – qHTS Assay for Inhibitors of Histone Lysine Methyltransferase G9a. Histone-lysine N-methyltransferase EHMT2 (Homo sapiens), Q96KQ7. actives 8.8% (n = 350,000). AID 504332, 2011. G9a H3K9 monomethylation, AlphaScreen, 2 h. Potency, µM (titrated, usually from 102 µM), inactives show at the highest dose activity, negative = inhibition, usual class: inhibitors; further: potency means the concentration at half of the fitted maximal effect; on the % scale 0 is the no-effect control and ±100 the full control effect; nearly all actives have a fitted effect of over 75% in size
Target sequence (Q96KQ7 913-1193 limits assumed): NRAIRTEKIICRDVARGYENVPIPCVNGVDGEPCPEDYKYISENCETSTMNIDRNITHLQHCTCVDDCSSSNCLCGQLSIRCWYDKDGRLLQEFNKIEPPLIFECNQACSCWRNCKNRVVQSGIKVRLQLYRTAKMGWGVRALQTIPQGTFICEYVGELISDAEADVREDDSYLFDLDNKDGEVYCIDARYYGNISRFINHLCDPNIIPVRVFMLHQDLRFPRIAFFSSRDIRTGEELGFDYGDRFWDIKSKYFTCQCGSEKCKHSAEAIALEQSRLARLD
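Methyltransferase reactions run at room temperature for 2 h (20 nM enzyme, 500 nM biotin-H3K9 peptide, 20 uM SAM) after a 15 min compound preincubation; product detected by AlphaScreen beads and anti-H3K9me1 antibody.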
Pin1 inh – qHTS Assay to Find Inhibitors of Pin1. Potency, µM (series often up to 115 µM), for the others: top-dose activity, negative = inhibition, hits mostly inhibitors. actives 0.009% (n = 390,000). Pin1 FP peptide displacement, HiFluor488, 10 min; active means well fitted inhibition curve with a large enough effect in the polarisation, with a control signal flat, not every such curve was filed as active; inconclusive means small, poorly fitted or top-dose-only effect, or effect the other way, or a change in a side signal; inactive means no such curve, though single readings can be large or run the other way; the % refers to the polarisation; further: potency means the concentration at half of the fitted maximal effect; on the % scale 0 is the no-effect control and ±100 the full control effect
HP1b binding inh – HTS for Inhibitors of HP1-beta Chromodomain Interactions with Methylated Histone Tails; Chromobox protein homolog 1 (Homo sapiens), P83916; AlphaScreen HP1-beta / biotin-H3K9me3 peptide binding; Potency, µM (series often up to 114 µM), inactives show at the highest dose activity change, negative = inhibition, usual class: inhibitors; actives 0.56% (n = 390,000); further: potency means the concentration at half of the fitted maximal effect; nearly all actives have a fitted effect of over 70% in size; inactives centre near 23
Target sequence (P83916 whole entry, looked up): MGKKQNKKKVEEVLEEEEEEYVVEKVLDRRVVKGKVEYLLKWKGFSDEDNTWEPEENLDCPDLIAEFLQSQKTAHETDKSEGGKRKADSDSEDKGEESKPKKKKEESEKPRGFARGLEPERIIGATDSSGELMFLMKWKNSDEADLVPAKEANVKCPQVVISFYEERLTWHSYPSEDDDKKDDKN
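Compound inhibition of the preformed complex between 50 nM HP1-beta and 50 nM biotinylated H3K9me3 peptide was read by AlphaScreen. Buffer was PBS pH 7.4 with 0.01% Tween-20. Incubations ran 30 min at room temperature, with 10 ug/mL donor/acceptor beads.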
PI4K2A block – qHTS for small molecular inhibitors of PI4K2A | purified PI4K2A, ADP-Glo luminescence, 1 h; hits give low values | Phosphatidylinositol 4-kinase type 2-alpha (Homo sapiens), Q9BTU6 | actives 0.13% (n = 420,000) | AID 1346378, 2018 | activity change, negative = inhibition, % at 76.9 µM; in the data active means activity change below about -50%; inconclusive means mostly about -30% to -49%;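 further: -100% = wells without enzyme as full effect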
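ADP-Glo luminescence measured ADP generated by PI4K2A enzyme (4 ug/mL before mixing) with 1.2 mM PI substrate (pre-mix) and 300 microM ATP (pre-mix). Tris pH7.5 buffer with MgCl2, Triton X-100; 1 h reaction at ambient temperature.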
* marks the source's active call; other numbers are inactive results; i = inactive; ? = inconclusive; · = not tested or not shown; & = joins results of further samples; [ ] = dose if it differs, or a comment. Unless noted, the call rests on the fitted dose curve; in most records, active means well fitted curve in the direction sought with a large enough effect; inconclusive means small, poorly fitted or top-dose-only effect, or another doubt; inactive means no such curve, though single readings can be large; an effect the other way counts as inactive or inconclusive. No enrichment for hits; about 11% have a hit in one of these screens.

PI4K2A block | GLS inhibitor | HP1b binding inh | Tb PGK inh | BAZ2B inh | ERG-DNA inh | G9a inh | Pin1 inh | JMJD2A Tudor inh | Compound
4 | 6% | 25% | 7% | -9% | 2% | -43% | 7% | -10% | CC(C)C(=O)NC(Nc1cccc([N+](=O)[O-])c1)C(Cl)(Cl)Cl (stereo not drawn)
0 | -15% | 22% | -3% | 0% | -9% | · | -3% | -8% | N/C(=N\OC(=O)COc1ccc(Br)cc1)c1cccc([N+](=O)[O-])c1
-11 | -11% | 32% | -4% | -35% | -5% | 11µM* | -3% | 4%[11.4 µM] | CC(=O)c1cc(CN2CCC(N3CCC(C(=O)N4CCCC4)CC3)CC2)cs1
1 | 2% | 4% | 6% | ? | 7% | -7%[0.501 µM] | 27% | -25% | CCOCCCn1c(=N)c(C(=O)NCc2ccc3c(c2)OCO3)cc2c(=O)n3cccc(C)c3nc21
2 | 2% | 32% | 6% | · | 0% | · | 5% | -20% | O=C(CN1CCN(CC(=O)Nc2ccc(OCc3ccccc3)cc2)CC1)Nc1ccc(F)cc1
1 | 5% | 21% | -2% | -14% | 14% | ? | -13% | -32% | Cc1cccc(NC(=S)N(Cc2ccc(Br)cc2)Cc2ccc(C(=O)O)cc2)c1
-5 | 3% | 1% | 4% | · | 19% | · | ? | ? | C=CC[C@@H](CC(=O)N(CCO)Cc1ccccc1)C(=O)N[C@@H](COC(=O)[C@@H](CC=C)CC(=O)OC(C)(C)C)Cc1c[nH]c2ccccc12
1 | -3% | 48%[activator] | -8% | -10% | 5% | -10% | -9% | 0% | COc1ccc(CCNC(=O)CCN2C(=O)c3cccc4cccc(c34)C2=O)cc1OC
-4 | -5% | 36% | -4% | 0% | -7% | 11% | 3% | -7% | Cc1cc(Cl)cc2sc(NC(=O)c3ccco3)nc12
-2 | 2% | 37% | -6% | · | 7% | · | -4% | -16% | CC(C)(C)OC(=O)N(CCc1ccccc1)Cc1cccc(OCc2cccc(NC(=O)C3CCC3)c2)c1
-1 | 0% | 23% | 13% | -11% | 6% | · | 1% | -19% | CC(=O)Nc1ccc(NCc2cccs2)cc1
1 | -9% | 53%[activator] | 12% | 4% | -4% | 7%[59 µM] | 1% | 6% | COc1ccc(/C(N)=N/OC(=O)c2cc(-c3ccccc3)nc3ccccc23)cc1
6 | 33%[activator] | 18% | -8% | 22µM* | 5% | ? | -7% | 20µM* | CNCCCNC(=O)c1ccc(/C=N/O)nc1
3 | 0% | ? | 0% | -13% | 2% | -4%[59 µM] | 0% | -21% | COC(=O)c1scc(-c2ccc(C)cc2)c1S(=O)(=O)N1CCN(c2ccc(C)cc2C)CC1
-1 | -4% | 4% | -2% | ? | 12% | ? | -11% | ? | COc1ccc(CCNC(=O)c2ccc(-c3cccc([N+](=O)[O-])c3)o2)cc1OC
-5 | -1% | 37% | 8% | -5% | 9% | · | 1% | 2% | CC(=O)N1c2ccccc2CCc2ccc([N+](=O)[O-])cc21
1 | 0% | 12% | 0% | 3% | · | 3% | ? | -18% | CCc1c(C)nc2cc(-c3ccc(OC)c(OC)c3)nn2c1N1CCCC1
2 | -16% | -1% | i | -27% | 4% | -35%[59 µM] | 17% | -23% | CCc1ccc(N2C(=O)CSC23C(=O)N(Cc2ccc(C)cc2)c2ccccc23)cc1 (stereo not drawn)
-1 | 9% | 46% | 5% | 6% | -5% | ? | 7% | 1% | O=C(CSc1nc2[nH]ncc2c(=O)n1-c1ccccc1)c1ccc2c(c1)OCCO2
3 | 0% | -11% | 8% | ? | 5% | 45µM* | 13% | ? | CC(C)N=C1NN=C(c2ccc(Cl)c(Cl)c2)CS1

Going on with the list:
PI4K2A block | GLS inhibitor | HP1b binding inh | Tb PGK inh | BAZ2B inh | ERG-DNA inh | G9a inh | Pin1 inh | JMJD2A Tudor inh | Compound
2 | 3% | 16% | i | -20% | 6% | -36% | -3% | -10% | Cc1ccc(N=C2NC(=O)C(CO)(CO)S2)cc1
-2 | 12% | 52%[activator] | -5% | · | 22% | · | -3% | -9% | CCOC(=O)C1=C(C(=O)OCC)N(CC)CCC1=O
-1 | 3% | 7% | 5% | -3% | 0% | -1%[0.501 µM] | 0% | -11% | O=C(CN1C(=O)NC2(CCCC2)C1=O)Nc1nc(-c2ccccc2)cs1
-2 | 23% | 8%[57 µM] | 0% | 24% | -6% | -31% | 1% | -11% | Cc1ccc(S(=O)(=O)NNC(=O)C2COc3ccccc3O2)cc1C (stereo not drawn)
-2 | -3% | 56%[activator] | -8% | -14% | 9% | 26% | -5% | -10% | Cc1ccc(S(=O)(=O)NC(=NCc2ccccc2)c2ccc(F)cc2)cc1
5 | -3% | 27% | i | 79µM* | -9% | ? | -3% | -13% | O=C1CS/C(=N/N=C2CCCC2)N1
3 | 3% | 21% | 0% | -1% | -7% | 45% | -3% | -8% | COCCn1c(SCC(=O)N2CCCC2)nc2c([nH]c3ccccc32)c1=O
-5 | -1% | 17% | 0% | -14% | 2% | 7%[59 µM] | ? | -22% | COc1ccc(S(=O)(=O)NCCc2sc3nc(-c4ccc(C)cc4)nn3c2C)cc1C
-6 | -2% | 25% | i | 0% | 1% | -48%[2.33 µM] | -7% | -15% | O=C(Nc1ccc(C(=O)Oc2ccccc2)c(O)c1)c1ccco1
3 | 5% | 8% | 17% | -1% | -8% | -4% | 6% | -17% | CCc1cccc(NC(=S)Nc2ccc(CN3CCOCC3)cc2)c1
6 | -2% | 33% | -2% | -26% | -2% | 74%[activator] | -4% | -15% | O=C(COc1ccc(Cl)cc1Cl)N/N=C/C1CC=CCC1 (stereo not drawn)
3 | 14% | 35% | 5% | -2% | 6% | 9%[12.7 µM] | 10% | -15% | COC(=O)c1ccccc1S(=O)(=O)N1CCC(C(=O)NCCC2=CCCCC2)CC1
-2 | 1% | 77%[activator] | i | 53%[activator] | 1% | 108%[activator][59 µM] | 4% | 29% | CC(C)(C)C1CCC2(CC1)CC(=O)c1ccccc1O2 (stereo not drawn)
-3 | 26% | 10% | -1% | 0% | · | -4% | 2% | -13% | CN(C)/C=N/c1nc2ccc3c(c2s1)CCCC3
2 | -3% | 29% | 7% | 18% | 1% | 23%[0.0925 µM] | 0% | -26% | COc1cccc(NC(=O)C2CCN(C(=O)[C@@H]3Cc4ccccc4CN3C(=O)OC(C)(C)C)CC2)c1
12 | ? | 3% | · | -6% | 2% | 10µM* | -15% | -22% | COc1cc(CNn2cn[nH]c2=S)cc(Cl)c1OCc1ccccc1
2 | -3% | 9% | -5% | -7%[57.1 µM] | -4% | -40%[59 µM] | 14% | -28% | CC(C)(C)OC(=O)N1CCC(c2c(C(=O)NCc3ccc4c(c3)OCO4)cnn2-c2ccccc2Cl)CC1
-2&-2 | -1%&-4% | 35% | 5% | 5% | 3% | -1%[59 µM] | 6% | -8% | CC(=O)Oc1ccc(C(c2ccc(OC(C)=O)cc2)c2ccccn2)cc1
-1 | 2% | 27% | 7% | -13% | -2% | ? | -17% | -13% | Cc1ccc[n+](/C(=C\C(=C=[N-])C#N)C(=O)c2ccc(Cl)cc2)c1

Structures from the list above containing a Cl atom (7):
PI4K2A block | GLS inhibitor | HP1b binding inh | Tb PGK inh | BAZ2B inh | ERG-DNA inh | G9a inh | Pin1 inh | JMJD2A Tudor inh | Compound
4 | 6% | 25% | 7% | -9% | 2% | -43% | 7% | -10% | CC(C)C(=O)NC(Nc1cccc([N+](=O)[O-])c1)C(Cl)(Cl)Cl (stereo not drawn)
-4 | -5% | 36% | -4% | 0% | -7% | 11% | 3% | -7% | Cc1cc(Cl)cc2sc(NC(=O)c3ccco3)nc12
3 | 0% | -11% | 8% | ? | 5% | 45µM* | 13% | ? | CC(C)N=C1NN=C(c2ccc(Cl)c(Cl)c2)CS1
6 | -2% | 33% | -2% | -26% | -2% | 74%[activator] | -4% | -15% | O=C(COc1ccc(Cl)cc1Cl)N/N=C/C1CC=CCC1 (stereo not drawn)
12 | ? | 3% | · | -6% | 2% | 10µM* | -15% | -22% | COc1cc(CNn2cn[nH]c2=S)cc(Cl)c1OCc1ccccc1
2 | -3% | 9% | -5% | -7%[57.1 µM] | -4% | -40%[59 µM] | 14% | -28% | CC(C)(C)OC(=O)N1CCC(c2c(C(=O)NCc3ccc4c(c3)OCO4)cnn2-c2ccccc2Cl)CC1
-1 | 2% | 27% | 7% | -13% | -2% | ? | -17% | -13% | Cc1ccc[n+](/C(=C\C(=C=[N-])C#N)C(=O)c2ccc(Cl)cc2)c1
